# Screening data from PubChem BioAssay.
# NCI-60 one-dose screen, 48 h, at 10 µM unless noted. Numbers give growth in % (100 = growth as untreated, 0 = no growth, -100 = all killed).
# MOLT-4 – MOLT-4 leukemia cells | hit rate 6.9% among 80,000
# CCRF-CEM – CCRF-CEM leukemia; AID 1794778; hit rate 7% among 77,000
# HOP-62 – HOP-62 NSCLC | AID 1794735 | hit rate 3.9% among 80,000
# RPMI-8226 – RPMI-8226 leukemia cells; hit rate 7.5% among 77,000; AID 1794781
# HOP-92 – HOP-92 NSCLC cells; AID 1794738; hit rate 6.3% among 71,000
# MDA-MB-435 – MDA-MB-435 melanoma | hit rate 7.8% among 82,000
# * hit, by the source's call; / = no result given. How the source made its calls: active means growth percent below 10; inactive means the rest. The list is partial, so the mix of outcomes need not match the whole.
# Sequence of screens – MOLT-4, CCRF-CEM, HOP-62, RPMI-8226, HOP-92, MDA-MB-435
- COc1ccc(C(=O)CC(CC(=O)c2ccc(OC)cc2)c2c(C)nn(-c3ccccc3)c2Cl)cc1
    /, /, /, /, /, 92
- COC(=O)[C@]1(CCSC)N[C@H](c2cn(-c3ccccc3)nc2C)[C@@H]2C(=O)N(c3ccc(Cl)cc3)C(=O)[C@@H]21
    /, /, /, /, /, 100
- COc1ccc(-c2nn(-c3cccc(Cl)c3)cc2/C=C2\NC(=S)N(c3ccc(OC)cc3)C2=O)cc1
    /, 73, /, /, 89, /
- CCN(CC)CCOCCOC(=O)c1ccc(N)cc1
    /, /, 114, /, /, 113
- Cc1c(C(N)=O)sc2c1c(=O)n(Cc1ccccc1)c1nnc(SCC(=O)N3NC(=O)CC3=O)n21
    /, /, 110, /, /, 98
- Cc1cc(C)n(C(=O)CSc2nnc3n(Cc4ccccc4)c(=O)c4c(C)c(C(N)=O)sc4n23)n1
    /, /, 122, /, /, 100
- COc1ccc(C(=O)/C=C/c2c(Cl)nc3c(c(C)nn3-c3ccccc3)c2-c2ccc(Br)cc2)cc1
    /, /, 104, /, /, 107
- CC(=O)c1ccc(NC(=O)CSc2nnc3n(Cc4ccccc4)c(=O)c4c(C)c(C(N)=O)sc4n23)cc1
    /, /, 109, /, /, 96
- CN1CCN(CCc2cc3c(cc2Cl)N(Cc2ccc(-c4ccccc4C#N)cc2)C(=O)C3)CC1
    /, /, 104, /, /, 93
- Cc1nn(-c2ccc(Cl)cc2)c2nc3[nH]c(=O)[nH]c(=O)c3nc12
    /, /, 103, /, /, 101
- Cc1c(C(N)=O)sc2c1c(=O)n(Cc1ccccc1)c1nnc(S(C)(=O)=O)n21
    /, /, 79, /, /, 82
- COC(=O)[C@]1(C(C)C)N[C@H](c2cn(-c3ccccc3)nc2-c2ccccc2)[C@@H]2C(=O)N(c3ccc(Cl)cc3)C(=O)[C@@H]21
    /, /, 96, /, /, 105
- Cc1nn(-c2ccc(Cl)cc2)c2nc3c(nc12)C(=O)CC(C)(C)C3
    /, /, 98, /, /, 92
- CCc1cc(CC)c(C(C)=O)c(CC)c1
    /, /, 107, /, /, 111
- CN1CCCNc2c(c(=O)c2=O)NCCCN(C)CCCNc2c(c(=O)c2=O)NCCCN(C)CCCNc2c(c(=O)c2=O)NCCCN(C)CCCNc2c(c(=O)c2=O)NCCCN(C)CCCNc2c(c(=O)c2=O)NCCC1
    /, /, 93, /, /, 88
- Cc1nn(-c2ccccc2)c2nc3c(nc12)C(=O)CC(C)(C)C3
    /, /, 95, /, /, 105
- O=C(O)c1cn(C2CC2)c2cc(N3CCN(S(=O)(=O)c4ccc(Cl)cc4)CC3)c(F)cc2c1=O
    /, 99, 98, /, /, 95
- N#CC1CCCCC1
    /, 99, 94, /, /, 102
- COc1cc(NC(=O)CSc2nc3ccc(Cl)cc3c(=O)n2-c2ccccc2)cc(OC)c1OC
    /, 71, 85, /, /, 101
- Cn1nnnc1SCC1=C(C(=O)O)N2C(=O)C(NC(=O)C(O)c3ccccc3)C2SC1 (stereo not given)
    104, /, 117, /, /, 106

# A portion from the list above, for reference:
# Sequence of screens – MOLT-4, CCRF-CEM, HOP-62, RPMI-8226, HOP-92, MDA-MB-435
- COc1ccc(C(=O)CC(CC(=O)c2ccc(OC)cc2)c2c(C)nn(-c3ccccc3)c2Cl)cc1
    /, /, /, /, /, 92
- COC(=O)[C@]1(CCSC)N[C@H](c2cn(-c3ccccc3)nc2C)[C@@H]2C(=O)N(c3ccc(Cl)cc3)C(=O)[C@@H]21
    /, /, /, /, /, 100
- COc1ccc(-c2nn(-c3cccc(Cl)c3)cc2/C=C2\NC(=S)N(c3ccc(OC)cc3)C2=O)cc1
    /, 73, /, /, 89, /
- CCN(CC)CCOCCOC(=O)c1ccc(N)cc1
    /, /, 114, /, /, 113
- Cc1c(C(N)=O)sc2c1c(=O)n(Cc1ccccc1)c1nnc(SCC(=O)N3NC(=O)CC3=O)n21
    /, /, 110, /, /, 98
- Cc1cc(C)n(C(=O)CSc2nnc3n(Cc4ccccc4)c(=O)c4c(C)c(C(N)=O)sc4n23)n1
    /, /, 122, /, /, 100
- COc1ccc(C(=O)/C=C/c2c(Cl)nc3c(c(C)nn3-c3ccccc3)c2-c2ccc(Br)cc2)cc1
    /, /, 104, /, /, 107

# As entered above.
# Cc1nn(-c2ccc(Cl)cc2)c2nc3c(nc12)C(=O)CC(C)(C)C3 in MDA-MB-435 is listed with 92
# COC(=O)[C@]1(C(C)C)N[C@H](c2cn(-c3ccccc3)nc2-c2ccccc2)[C@@H]2C(=O)N(c3ccc(Cl)cc3)C(=O)[C@@H]21 in MDA-MB-435 is listed with 105

# Carrying on:
# Sequence of screens – MOLT-4, CCRF-CEM, HOP-62, RPMI-8226, HOP-92, MDA-MB-435
- CC1=CC(=O)c2ccccc2C1=O
    114, /, 105, /, /, 107
- C=C(C)[C@@H]1CC[C@]2(C(=O)NS(=O)(=O)c3ccccc3)CC[C@]3(C)[C@H](CC[C@@H]4[C@@]5(C)CC[C@H](OC(=O)NS(=O)(=O)c6ccccc6)C(C)(C)[C@@H]5CC[C@]43C)[C@@H]12
    /, /, -13*, -55*, /, 13
- COc1ccc(-c2nc3ccccc3nc2-c2ccc(OC)cc2)cc1
    /, /, 112, 69, /, 108
- CCOC(=O)c1ccc2c(c1)[n+](=O)c(C(=O)c1ccc3ccccc3c1)c(C(F)(F)F)n2[O-]
    /, /, -94*, -67*, /, -78*
- Cc1cc(NS(=O)(=O)c2ccc(-c3ccccc3)cc2)c2ccccc2n1
    /, /, 101, 61, /, 100
- Cc1cc2ccccc2c[n+]1CCC1CCCCC1
    /, /, /, 23, 51, 67
- CNS(=O)(=O)c1cc(C)ccc1C
    /, /, /, 94, 117, 114
- CSc1ncnc2c1ncn2C1CCCCO1 (stereo not given)
    /, /, /, 98, 88, 95
- CCOC1=C(C#N)CC2(CC1)c1ccccc1-c1ccccc12
    /, 81, /, 60, /, 96

# Reprinted at random: 3 entries already listed, in no set order.
# Sequence of screens – MOLT-4, CCRF-CEM, HOP-62, RPMI-8226, HOP-92, MDA-MB-435
- CCOC1=C(C#N)CC2(CC1)c1ccccc1-c1ccccc12
    /, 81, /, 60, /, 96
- N#CC1CCCCC1
    /, 99, 94, /, /, 102
- CSc1ncnc2c1ncn2C1CCCCO1 (stereo not given)
    /, /, /, 98, 88, 95
